Eya2 inh: Eya2 (human) phosphatase inhibition; O00167; recombinant Eya2, OMFP fluorescence dephosphorylation (OMFP is methylfluorescein phosphate); Potency, µM (doses to about 76.9 µM), for the others: at the top dose activity, negative = inhibition, most hits filed as inhibitors; 0.006% of 330,000 active; AID 488837; note: potency is the fitted concentration of half-maximal effect; % is set by controls: 0 for no effect and ±100 for the full control effect
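Eya2 (0.2 uM) preincubated 10 min at ambient with compound, then OMFP substrate added at 50 uM; 10 min reaction in 50 mM HEPES pH 7.5, 50 mM NaCl, 5 uM MgCl2, 0.05% BSA, 1 mM DTT. Fluorescence read at Ex 485/Em 525 nm.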
USP2a block: blocks human ubiquitin-specific protease USP2a | USP2 core, Ub-CHOP2 coupled fluorogenic reporter, 485/531 | Potency, µM (highest dose often 38.3 µM), without a hit: at the highest dose activity change, negative = inhibition, most hits filed as inhibitors | 0.01% of 330,000 active | AID 463254;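 note: potency is the fitted concentration of half-maximal effect; plate controls were DMSO wells for no effect and full inhibition by NEM control for full effect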
Target sequence (O75604 whole entry, looked up): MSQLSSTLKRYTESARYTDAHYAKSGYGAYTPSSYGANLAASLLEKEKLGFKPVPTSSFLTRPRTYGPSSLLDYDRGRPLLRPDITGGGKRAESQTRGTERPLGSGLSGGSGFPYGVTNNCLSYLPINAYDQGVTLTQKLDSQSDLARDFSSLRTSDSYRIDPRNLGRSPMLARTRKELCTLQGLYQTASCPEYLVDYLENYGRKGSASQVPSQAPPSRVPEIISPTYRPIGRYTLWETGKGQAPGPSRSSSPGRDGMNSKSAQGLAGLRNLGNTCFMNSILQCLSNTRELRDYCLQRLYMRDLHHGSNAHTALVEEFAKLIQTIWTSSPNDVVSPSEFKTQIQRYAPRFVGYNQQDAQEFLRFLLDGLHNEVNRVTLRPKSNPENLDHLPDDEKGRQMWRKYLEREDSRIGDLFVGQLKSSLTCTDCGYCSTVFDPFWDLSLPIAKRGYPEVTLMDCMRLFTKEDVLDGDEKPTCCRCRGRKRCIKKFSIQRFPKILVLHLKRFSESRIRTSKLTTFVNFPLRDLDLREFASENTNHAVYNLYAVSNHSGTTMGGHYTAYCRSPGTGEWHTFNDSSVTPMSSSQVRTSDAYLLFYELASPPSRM
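USP2 core (10nM final) preincubated 30min RT with compound in 20mM Tris-HCl pH 8.0, 2mM CaCl2, 2mM beta-mercaptoethanol, 0.05% CHAPS; 25nM Ub-CHOP2 plus 25nM reporter substrate added, fluorescence (Ex485/Em531) read after 60min.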
Menin-MLL TR inh: displaces Texas Red mutant MLL peptide from human menin | O00255 | Menin + Texas Red MLL mutant peptide, fluorescence polarization | Potency, µM (highest dose often 61.6 µM), without a hit: at the highest dose FP activity change, negative = inhibition, actives largely listed as inhibitors | 0.23% of 270,000 active; active = well fitted inhibition curve with a large enough effect in the polarisation, with a control signal flat, not every such curve was filed as active; inconclusive = small, poorly fitted or top-dose-only effect, or effect the other way, or a change in a side signal; inactive = no such curve, though single readings can be large or run the other way; the % refers to the polarisation; note: potency is the fitted concentration of half-maximal effect; % of control where 0% means no effect; many of its hits are not listed in these tables
BCR signal inh: inhibitors of chronic active B-cell receptor signaling; Potency, µM (highest dose often 46.1 µM), for the others: top-dose ratio change, negative = lower green/red ratio, most hits filed as inhibitors; ABC-DLBCL IkBa-CBG/CBR reporter, luminescence ratio, 4 h; 0.05% of 340,000 active; active = well fitted inhibition curve with a large enough effect in the signal ratio, with a control signal flat, not every such curve was filed as active; inconclusive = small, poorly fitted or top-dose-only effect, or effect the other way, or a change in a side signal; the % refers to the signal ratio;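 note: potency is the fitted concentration of half-maximal effect; plate controls were basal doxycycline-induced cells for no effect and cells given 10 µM MG132 for full effect; MG132 reads +100%, hits lower the ratio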
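Concentration-response series (up to 46 uM) were applied to TMD8 dual-reporter cells for 4 h at 37C with doxycycline. Green/red ratio, after filter-overlap correction, defined %Activity; red signal alone was normalised to basal cells and zero luminescence.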
MBNL1-CUG inh: MBNL1-poly(CUG) RNA binding inhibition; TR-FRET MBNL1-His/biotin-(CUG)12 binding, 665/545 ratio; AID 2675; Potency, µM (highest dose often 57.5 µM), for the others: at the top dose activity change, negative = inhibition, most hits filed as inhibitors; Q9NR56; 0.036% of 280,000 active; active = well fitted inhibition curve with a large enough effect in the signal ratio, with a control signal flat, not every such curve was filed as active; inconclusive = small, poorly fitted or top-dose-only effect, or effect the other way, or a change in a side signal; inactive = no such curve, though single readings can be large or run the other way; the % refers to the signal ratio; note: potency is the fitted concentration of half-maximal effect; % is set by controls: 0 for no effect and ±100 for the full control effect
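MBNL1-His + Biotin-(CUG)12, cpd titration 92 nM–58 uM; Tb anti-His Ab 0.055 ng/ul, SA-XL665 5 nM (final); 60 min RT; ratiometric 665/545 nm, Ex 340 nm; normalized to buffer and full-complex controls.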
GALK inhibitor: galactokinase (human) inhibition; P51570; Purified GALK, Kinase-Glo residual ATP luminescence; Potency, µM (highest dose often 57.5 µM), for inactives: at the highest dose activity change, negative = inhibition, most hits filed as inhibitors; 0.007% of 270,000 active; AID 1868; note: potency is the fitted concentration of half-maximal effect; % is set by controls: 0 for no effect and ±100 for the full control effect
Target sequence (P51570 whole entry, looked up): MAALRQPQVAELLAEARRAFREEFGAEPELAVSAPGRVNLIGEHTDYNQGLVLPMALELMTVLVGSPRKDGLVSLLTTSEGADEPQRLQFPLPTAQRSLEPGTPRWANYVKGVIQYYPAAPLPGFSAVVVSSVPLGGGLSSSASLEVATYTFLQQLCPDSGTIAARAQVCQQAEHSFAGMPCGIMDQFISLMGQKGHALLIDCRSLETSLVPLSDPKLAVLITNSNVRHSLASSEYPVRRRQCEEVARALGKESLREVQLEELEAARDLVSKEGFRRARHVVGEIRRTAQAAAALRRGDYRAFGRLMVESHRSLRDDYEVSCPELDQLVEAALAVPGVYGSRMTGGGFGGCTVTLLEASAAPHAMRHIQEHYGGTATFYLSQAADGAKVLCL
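Compounds were pin-transferred into ATP buffer (35 uM final), then GALK plus galactose (5 nM, 100 uM final) was added. After 1 h at room temperature, Kinase-Glo Plus was added and luminescence read after 10 min.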
TSHR antag: human thyrotropin receptor antagonism | TSHR-expressing cells, TSH-stimulated cAMP HTRF, 2 h; stronger effect = lower value | AID 504810 | activity change, negative = inhibition, % at 11.5 µM | P16473 | 0.2% of 330,000 active;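 active = activity change below a set negative limit, meaning inhibition stronger than a set level, cut at about -70% in these data; inconclusive = activity change between two set negative limits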; note: % is set by controls: 0 for no effect and ±100 for the full control effect
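Read-out is FRET at 665 nm (cryptate excitation 337 nm) from a cryptate-tagged anti-cAMP antibody, competed by cell cAMP against cAMP-d2. Compounds are tested on freshly harvested TSHR cells challenged with 4nM TSH (EC80) for 2 hours at 37 deg C.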
S-ASM inh: blocks human secretory acid sphingomyelinase | 0.006% of 340,000 active | placental ASM, HMU-PC fluorogenic substrate, 60 min | P17405 | Potency, µM (top dose mostly 57.5 µM), for the others: top-dose activity change, negative = inhibition, hits mostly inhibitors; note: potency is the fitted concentration of half-maximal effect
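HMU-PC0 cleavage (9 uM final) by human placental ASM, 60 min at 37 °C following 10 min compound exposure at RT; stopped at pH 10, fluorescence Ex 386/Em 447 nm.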
KCNH2 WT inh: inhibitors of human wildtype KCNH2 potassium channel; Q12809; U2OS, BacMam KCNH2, thallium flux FluxOr; stronger effect = lower value; activity change, % at 1.84 µM; 0.37% of 340,000 active; AID 720551;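 active = maximum activity change below -70%; inconclusive = maximum activity change between -70% and -50%; inactive = maximum activity change above -50%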; note: % is set by controls: 0 for no effect and ±100 for the full control effect
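U2OS cells were transduced with wild-type KCNH2 virus (2.03 x 10^8 / mL) for 4 h at room temperature, then cultured overnight at 37 C. Thallium flux was read with FluxOr dye. Rate constants were normalized to DMSO controls.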
Mito fusion yeast: mitochondrial division inhibition or fusion activation | Potency, µM (series often up to 46.1 µM), inactives show top-dose growth rescue (activation), hits mostly activators | 0.23% of 320,000 active | S. cerevisiae fusion-defective mutant growth rescue, CellTiterGlo 48 h | AID 485298;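 note: potency is the fitted concentration of half-maximal effect; % of control where 0% means no effect; nearly all actives have a fitted effect of over 45% in size; temperature-sensitive fusion mutants such as fzo1-1 at 37 °C on non-fermentable ethanol glycerol medium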
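Yeast fusion mutant, YPEG (non-fermentable carbon), compound, 48 h at 37C non-permissive; CellTiterGlo added, 10 min RT, luminescence read. Rescued growth = division inhibition.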
PKM2 activator: activators of human pyruvate kinase M2. 0.34% of 260,000 active. purified PKM2, Kinase-Glo ATP luminescence, activation; response scale: 0% is enzyme alone, no compound. Potency, µM (doses to about 57.5 µM), for inactives: at the highest dose activation, hits mostly activators. P14618; note: potency is the fitted concentration of half-maximal effect; % is set by controls: 0 for no effect and ±100 for the full control effect; nearly all actives have a fitted effect of over 55% in size
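Purified hPK-M2 (>95% pure) converted ADP (0.1 mM final) to ATP with 0.5 mM PEP in 50 mM imidazole pH7.2, KCl, MgCl2, Tween 20, BSA; 1 h at room temperature. ATP detected by Kinase-Glo luminescence.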
The depositor's hits bear a star; u = inconclusive; x = not tested or not shown; [ ] = another dose, or the depositor's remark. Unless noted, calls come from the whole dose curve; as a rule, active = well fitted curve in the direction sought with a large enough effect; inconclusive = small, poorly fitted or top-dose-only effect, or another doubt; inactive = no such curve, though single readings can be large; an effect the other way counts as inactive or inconclusive. Some of the compounds tested (hit frequency here may not be typical).

SMILES	Eya2 inh	USP2a block	Menin-MLL TR inh	BCR signal inh	MBNL1-CUG inh	GALK inhibitor	TSHR antag	S-ASM inh	KCNH2 WT inh	Mito fusion yeast	PKM2 activator
COc1ccc(CNC(=O)CCCN2C(=O)c3ccccc3C2=O)cc1	1.7%	-0.2%	5.7%	u	5.8%	-0.1%	-4.1	-0.4%	-3.3	-2.6%	0.6%
CCCN1CCC(NC(=O)Nc2ccc(Br)cc2)CC1	3.6%	3.2%	u	u	0.0%	-1.5%	30.6	14.3%	x	5.7%	15.8%
CC1C(=O)CC(c2ccccc2)N(C)C1c1ccccc1 (stereo not drawn)	12.0%	3.8%	-14.4%	u	-9.3%	1.7%	-7.0	0.7%	-4.4	5.5%	0.7%
CS(=O)(=O)Nc1ccc(S(=O)(=O)NCCc2ccccc2)cc1	10.4%	-0.2%	-9.6%	-2.1%	-11.3%	-0.3%	4.7	2.1%	-6.3	-4.5%	-3.6%
OCCC1CN(Cc2cccc(OC3CCCC3)c2)CCN1Cc1ccsc1 (stereo not drawn)	-7.2%	-0.9%	-23.4%	-10.1%	10.2%	1.0%	-10.1	-0.1%	31.0	0.3%	2.2%
Nc1nc2ccccc2n1C(=O)CCc1ccccc1	-15.5%	2.7%	u	u	-1.0%	-1.5%	0.1	2.3%	-2.5	-1.2%	19.3%
Cc1c(C(=O)N2CCOCC2)oc2ccc(S(=O)(=O)N3CCCCCC3)cc12	x	x	-12.3%	x	8.9%	-2.6%	x	2.0%	-5.6	-3.1%	-7.5%
O=C(CNCc1ccc(Cl)cc1)N1CCc2ccccc2C1	1.3%	-1.0%	-27.1%	-0.1%	0.7%	-3.9%	-1.2	3.8%	17.2	4.4%	x
CCOC(=O)C1CCCN(c2c(N3CCN(C)CC3)c(=O)c2=O)C1 (stereo not drawn)	-7.3%	-5.0%	-2.3%	2.4%	-5.1%	2.8%	17.4	5.9%	-9.7	-0.8%	-12.9%
COc1ccc(CCNC(=O)CSc2nc3[nH]ncc3c(=O)n2-c2cccc(C(F)(F)F)c2)cc1OC	-2.2%	2.4%	5.8%	2.7%	-10.9%	-1.9%	-0.2	2.8%	-2.7	-5.3%	-1.5%
Cc1ccc(NC(=O)/C(=C\C=C\c2ccccc2)NC(=O)c2ccccc2)cc1	8.4%	-2.4%	u	6.0%	12.1%	2.1%	5.9	-9.7%	-2.5	1.7%	0.0%
CCCC(=O)c1ccc(N2CCCCCC2)c(F)c1	-7.1%	2.3%	u	-2.0%	7.0%	-1.0%	-10.0	-1.5%	1.7	2.3%	-3.8%
COc1ccc2cc3cc(C(=O)N4CCCC(C)C4)oc3nc2c1 (stereo not drawn)	1.8%	4.3%	-11.3%	-0.7%	u	-0.9%	-18.6	90.9%[activator]	5.2	0.2%	x
C1CCc2nc3c(nc2C1)CCCC3	-6.4%	0.1%	x	-6.5%	4.0%	1.3%	2.0	-1.8%	11.9	-7.2%	3.4%
CCOc1cc(NC(=S)NCC2CCCO2)c(OCC)cc1NC(=O)c1ccc(F)cc1 (stereo not drawn)	9.1%	1.4%	-5.8%	u	-1.8%	0.5%	12.9	-4.9%	-15.8	8.5%	-8.6%
C=CCc1cc(Cl)ccc1OCCOCCNC(C)CC (stereo not drawn)	7.5%	0.1%	-4.3%	u	4.3%	-1.2%	-2.8	-1.7%	22.7	5.4%	3.3%
COc1ccccc1N(CC(=O)N/N=C(\C)c1cccc(Br)c1)S(C)(=O)=O	2.3%	3.2%	1.6%	4.3%	-1.8%	-0.1%	0.9	-1.2%	-0.6	-4.1%	2.5%
COc1ccc(C(=O)N/C=C/n2cnc3cc(C(F)(F)F)ccc32)cc1	9.5%	0.0%	x	-0.2%	-2.0%	-1.9%	1.4	-0.1%	-6.7	4.8%	2.8%
COc1ccc(Nc2nnc(C)c3ccccc23)cc1	u	0.5%	11.7%	-20.2%	17.8%	0.3%	-2.7	-0.9%	-11.4	1.3%	-0.6%
Cc1ccc(C)c(CN2CCC(CNC(=O)Nc3ccc(C)c(F)c3)CC2)c1	-2.1%	2.9%	-13.9%	0.9%	1.2%	1.7%	-6.6	0.7%	23.1	-24.7%	x
Cc1ccc(NS(=O)(=O)c2ccc(-c3coc(C)n3)cc2)c(Br)c1	9.7%	-1.8%	9.5%	1.4%	-1.3%	-0.2%	-8.3	-9.4%	-15.2	5.1%	-5.4%
Cc1cc(NC(=O)CN2C(=O)NC3(CCCCC3)C2=O)ccc1N1CCCC1	9.5%	0.7%	x	3.0%	x	x	0.2	-0.7%	10.7	-1.4%	x
COc1cccc(C(=O)N2CCSC2=S)c1	-12.1%	-0.6%	11.5%	u	4.8%	-2.4%	-1.2	-0.2%	-0.8	-2.3%	4.6%
C(CNC1C2CC3CC(C2)CC1C3)CN1CCOCC1 (stereo not drawn)	10.3%	17.3%	x	-9.5%	0.8%	-3.6%	0.6	3.8%	8.0	-9.3%	-0.3%
Cc1ccc(C)c(NC(=S)N2CCC(NC(=O)c3cccc(F)c3)CC2)c1	6.3%	1.5%	46.0%[activator]	-3.8%	1.6%	16.9%	7.4	1.2%	3.5	-1.1%	-4.9%
CC(C)CC(=O)Nc1ccc(S(=O)(=O)Nc2nccs2)cc1	5.7%	0.3%	9.8%	u	-5.8%	-2.0%	2.5	3.1%	-3.1	0.9%	6.9%
CC1CCCCC1NC(=O)COC(=O)Cc1ccc(Cl)cc1 (stereo not drawn)	3.8%	2.2%	x	-2.7%	x	x	6.7	5.0%	-5.4	-2.9%	x
COc1cccc(-c2c(C(=O)N/N=C/c3ccncc3)nnn2-c2nonc2N)c1	-21.4%	0.3%	9.4%	3.8%	8.5%	1.0%	-7.6	-2.4%	-26.6	-5.5%	0.6%
CCCCn1nc(C(=O)Nc2cc(C(F)(F)F)ccc2N2CCOCC2)ccc1=O	-24.1%	4.4%	x	u	x	x	-12.9	-14.7%	19.7	19.9%	x
COc1cc(SC)ccc1C(=O)N1CCN(Cc2ccccc2)CC1	-2.8%	-5.0%	-15.0%	-4.8%	-4.4%	3.1%	-2.0	4.4%	x	4.4%	12.8%
Cc1cc(C)c(S(=O)(=O)c2ccc(Cl)cc2C)c(Cl)n1	-1.6%	1.9%	1.0%	1.2%	x	9.9%	-9.6	-0.3%	-5.1	1.1%	1.1%
CCCN(C(=O)/C=C/c1nc2ccccc2s1)C1CCS(=O)(=O)C1 (stereo not drawn)	8.5%	1.7%	x	5.9%	x	x	2.0	-2.7%	-7.9	1.3%	x
S=c1[nH]nc(COc2cccc(Cl)c2)n1Cc1ccccc1	4.6%	-0.3%	-9.4%	0.0%	-8.1%	6.3%	-5.3	-5.6%	-6.2	4.3%	1.6%
COc1ccc(-c2noc(CCC(=O)NCc3cccnc3)n2)cc1	-5.0%	2.7%	2.1%	3.7%	-1.9%	5.6%	-14.6	-3.7%	0.9	1.1%	-6.8%
O=C(COC(=O)c1ccc[nH]c1=O)Nc1ccc(N2CCCCC2)cc1	-0.6%	3.2%	x	0.2%	x	x	x	8.7%	-2.7	x	x
COc1ccc2c(c1OC)C(=O)OC2CC(=O)O (stereo not drawn)	4.3%	2.1%	1.0%	-11.2%	-1.5%	2.6%	-7.4	4.0%	-0.1	-1.4%	0.0%
Nc1cc(Cl)nc(N/N=C/c2ccccc2[N+](=O)[O-])n1	0.5%	0.1%	17.8%	u	u	-2.2%	-7.2	-2.1%	-0.2	0.1%	5.3%
Cc1ccccc1-c1nnc(SCC(=O)Nc2ccc(Cl)cc2)n1N	8.3%	0.7%	9.5%	1.4%	-4.9%	2.7%	-1.6	0.5%	-0.4	0.9%	0.3%
